# Screening results: PubChem, National Center for Advancing Translational Sciences (NCATS)
# KDM5B inh: blocks human KDM5B histone demethylase activity; Potency, µM (titrated, usually from 57.7 µM), without a hit: top-dose activity change, negative = inhibition, usual class: inhibitors; 2.6% of 220,000 active; KDM5B demethylase, FDH-coupled NADH fluorescence (FDH is formaldehyde dehydrogenase); Q9UGL1; active = well fitted inhibition curve with a large enough effect; inconclusive = small, poorly fitted or top-dose-only effect; inactive = no such curve, though single readings can be large or run the other way; note: 0% is about no effect; nearly all actives have a fitted effect of over 70% in size
# Target sequence (Q9UGL1 whole entry, looked up): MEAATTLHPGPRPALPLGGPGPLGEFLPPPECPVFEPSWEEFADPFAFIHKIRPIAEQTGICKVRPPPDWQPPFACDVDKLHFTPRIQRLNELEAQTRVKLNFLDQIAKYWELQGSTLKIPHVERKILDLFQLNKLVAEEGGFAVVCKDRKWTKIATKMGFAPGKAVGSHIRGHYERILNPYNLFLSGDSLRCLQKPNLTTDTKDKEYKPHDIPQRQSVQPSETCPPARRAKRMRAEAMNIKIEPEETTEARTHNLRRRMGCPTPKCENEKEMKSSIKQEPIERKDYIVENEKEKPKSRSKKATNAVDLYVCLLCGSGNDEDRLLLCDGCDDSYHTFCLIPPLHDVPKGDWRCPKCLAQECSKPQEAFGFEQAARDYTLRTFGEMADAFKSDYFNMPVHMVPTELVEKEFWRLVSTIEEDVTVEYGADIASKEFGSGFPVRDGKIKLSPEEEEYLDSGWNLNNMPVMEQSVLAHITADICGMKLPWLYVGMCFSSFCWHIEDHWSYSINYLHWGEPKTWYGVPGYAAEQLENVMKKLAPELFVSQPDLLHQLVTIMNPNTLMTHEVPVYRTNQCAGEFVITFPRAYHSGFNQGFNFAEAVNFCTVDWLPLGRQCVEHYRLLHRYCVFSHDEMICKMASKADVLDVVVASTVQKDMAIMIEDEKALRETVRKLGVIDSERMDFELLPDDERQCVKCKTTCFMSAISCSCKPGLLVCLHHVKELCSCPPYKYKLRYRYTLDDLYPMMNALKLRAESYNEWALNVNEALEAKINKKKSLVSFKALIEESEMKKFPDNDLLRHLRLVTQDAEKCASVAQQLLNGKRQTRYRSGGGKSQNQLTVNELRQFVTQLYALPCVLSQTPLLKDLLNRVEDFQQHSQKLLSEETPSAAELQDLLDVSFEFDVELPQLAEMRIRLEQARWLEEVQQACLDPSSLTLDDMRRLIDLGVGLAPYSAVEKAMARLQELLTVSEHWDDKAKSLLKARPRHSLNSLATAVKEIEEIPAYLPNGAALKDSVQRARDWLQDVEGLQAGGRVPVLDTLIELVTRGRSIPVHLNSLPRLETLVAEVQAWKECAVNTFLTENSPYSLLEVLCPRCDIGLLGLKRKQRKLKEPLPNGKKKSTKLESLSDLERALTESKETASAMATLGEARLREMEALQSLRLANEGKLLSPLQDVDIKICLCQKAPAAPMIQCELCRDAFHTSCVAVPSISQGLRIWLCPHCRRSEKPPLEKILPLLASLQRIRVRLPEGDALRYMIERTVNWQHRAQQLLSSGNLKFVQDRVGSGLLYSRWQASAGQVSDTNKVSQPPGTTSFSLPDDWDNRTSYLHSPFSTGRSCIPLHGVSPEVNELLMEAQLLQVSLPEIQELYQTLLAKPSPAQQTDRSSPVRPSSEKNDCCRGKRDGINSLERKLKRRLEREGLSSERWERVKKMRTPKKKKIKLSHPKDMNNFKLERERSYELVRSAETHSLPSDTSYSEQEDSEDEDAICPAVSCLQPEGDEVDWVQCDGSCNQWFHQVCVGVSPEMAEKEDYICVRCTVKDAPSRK
#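 qHTS format, multiple compound concentrations. Buffer 50 mM HEPES pH 7.5/0.01% Tween-20; 200 nM KDM5BΔAP final; 10 min compound preincubation; substrate-mix levels 12.5 µM peptide, 25 µM α-KG, 0.25 mM NAD⁺; 30 min RT; ΔRFU.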
# An asterisk follows results filed as active; i = inactive; u = inconclusive; [ ] = remark or other dose. Potency is the fitted concentration of half-maximal effect.
Compound	KDM5B inh
CC1CCCCN1CCCNC(=O)CN1C(=O)CSc2ccc(S(=O)(=O)N3CCOCC3)cc21 (stereo not drawn)	-38%
O=c1c2cc(Cl)ccc2ncn1Cc1ncc(-c2ccccc2)o1	22%
Cc1ccccc1-c1nc(CS(=O)(=O)CC(=O)NCc2ccccc2Br)c(C)o1	-4%
CCOc1cccc(CN2CCC3(CCNCC3)C2)c1O	-23%
CCN(CC)S(=O)(=O)c1cccc(NC(=O)c2ccc(Sc3nncn3C)c([N+](=O)[O-])c2)c1	-4%
C(=N\N=C(c1ccccc1)c1ccccc1)/c1cccs1	-12%
O=C(O)c1nn(CC2CC2)c2c1CN(C(=O)c1nccc3ccccc13)CC2	u
COc1ccccc1NC(=O)Cn1nc2c(cc1=O)CCCC2	-6%
Cc1nn(C)c(C)c1S(=O)(=O)N1CCCC(CO)(Cc2ccccc2)C1 (stereo not drawn)	34%[activator]
Cc1nc(-c2ccccc2)n(Cc2nc(-c3ccc(OC(C)C)cc3)oc2C)c(=O)c1CCO	u
NC(=O)c1ccsc1NC(=O)c1ccc([N+](=O)[O-])o1	u
CCCCn1c(Oc2ccccc2Cl)nc2c1c(=O)n(C)c(=O)n2C	8%
O=C(O)C1(c2ccccc2)CCN(S(=O)(=O)c2cccs2)CC1	-10%[115 µM]
O=C1CCCC2=C1C(c1ccccc1)CC(=O)N2c1ccc(F)cc1 (stereo not drawn)	14%
COc1cccc(CNC(=O)C2CCN(C(=O)c3ncn4c3COC(c3ccc(F)cc3)C4)CC2)c1 (stereo not drawn)	18%

# Quoted at random: five entries already listed, in no set order.
Compound	KDM5B inh
O=C(O)c1nn(CC2CC2)c2c1CN(C(=O)c1nccc3ccccc13)CC2	u
Cc1nc(-c2ccccc2)n(Cc2nc(-c3ccc(OC(C)C)cc3)oc2C)c(=O)c1CCO	u
C(=N\N=C(c1ccccc1)c1ccccc1)/c1cccs1	-12%
COc1ccccc1NC(=O)Cn1nc2c(cc1=O)CCCC2	-6%
NC(=O)c1ccsc1NC(=O)c1ccc([N+](=O)[O-])o1	u

# Next part:
Compound	KDM5B inh
CCC(C)(C)NC(=O)C1CCN(S(=O)(=O)c2ccc3c(c2)CCCN3C(C)=O)CC1	1%
CC(C)NC(=O)N1Cc2[nH]cnc2C[C@H]1c1nc(-c2ccccc2)no1	u
O=C(COc1ccc2c(c1)CCC2)N(Cc1nc2ccccc2c(=O)[nH]1)CC1CCCO1 (stereo not drawn)	3%
CC1(c2ccc3ccccc3c2)NC(=O)N(CC(=O)O)C1=O (stereo not drawn)	-10%
CC(=O)Nc1cccc(-c2nc(-c3c(C)noc3C)cc3cc(C)oc23)c1	35µM*
Cc1ccc(-c2nnc3ccc(Nc4cccc(N(C)C)c4)nn23)nc1	u
Cc1c(C#N)c(N)nc2c3c(sc12)NC(=O)CC3c1ccccc1Cl (stereo not drawn)	-4%
O=C(CC1CC1)NC1CCCc2nc(-c3ccccc3)ncc21 (stereo not drawn)	37%[activator]
Cc1ccsc1C(=O)N1CCCn2cc(-c3ccccc3)nc21	2%
COC(=O)c1cc(NC(=O)CC2CCCC2)cc(C(=O)OC)c1	-24%
Cc1ccc(C(=O)N2CCC3(CC2)N(c2ccccc2)C(=O)CS3(=O)=O)cc1	-7%
CCC(C(=O)Nc1nc2ccccc2s1)n1cnc2c1c(=O)n(C)c(=O)n2C (stereo not drawn)	19%
CC1=C[C@@H](CNC(=O)c2cccc(F)c2)[C@H](C(C)C)C[C@H]1CC(=O)NCc1cccnc1	-12%
COc1ccc(CN2Cc3[nH]nc(-c4ccc(C(=O)N5CCOCC5)cc4)c3CC2=O)cc1	8%
CN[C@@H](C)C(=O)N1CCC(c2cc(N3CCOCC3)nc(C)n2)CC1	u
CCNC(=O)CC1=CSC2=NC(C)=C(C(=O)Nc3ccccc3)C(c3ccc(F)cc3)N12 (stereo not drawn)	u
Cc1nc(CN2CC3(CCN(C)C3)c3cc(C(=O)NCc4ccccc4)ccc32)cs1 (stereo not drawn)	35µM*
C=CCN1CCN(C(=O)[C@@]23CCCC[C@H]2N(CCC(C)C)C(=O)CC3)CC1	9%
Cc1ccccc1Cn1c(NCc2ccco2)nc2c1c(=O)n(C)c(=O)n2C	-5%
CNC(=O)[C@@H](c1ccccc1F)N1CCC[C@H]1C(=O)NCC1CC1	u
Cn1c(=O)[nH]c(=O)c2c1nc(Br)n2C/C=N/NC(N)=S	23%
CC(=O)N1CC(CO)C2(CCN(Cc3c[nH]c4ccccc34)CC2)C1 (stereo not drawn)	-25%
CC(C)(C)c1ccccc1NC(=O)c1ccc2c(c1)CCC2	13%
O=C(NC1CCCCC1)[C@@H]1C[C@@H](O)CN1C1CCN(C(=O)c2ccncc2)CC1	-7%
O=C(O)CN1C(=O)S/C(=C/c2cccc(F)c2)C1=O	-20%
CN(CC1CCOC1)S(=O)(=O)c1ccc(Cl)s1 (stereo not drawn)	-8%
CCn1c2c(c(=O)n1-c1ccccc1)CCN(C(=O)Cc1ccccc1)C2	11%[86.2 µM]
Cc1cccc(NC(=O)c2sc3nc(-c4ccccc4)cn3c2C)c1C	-11%
CCCCN(CCCC)CCNC(=O)c1cc(=O)[nH]c2ccc(S(=O)(=O)N3CCCCCC3)cc12	-27%
CN1CC(=O)N(C2CCNC2)Cc2c1ncnc2N1CCN(c2ncccn2)CC1 (stereo not drawn)	u
Cc1ccc2nc(-c3cccs3)c(Nc3c(C)cccc3C)n2c1	u
O=C1Nc2ccccc2CN(CC2CCCC2)C12CCNC2 (stereo not drawn)	89µM*
Cc1ccc(S(=O)(=O)Nc2ccc3nc(-c4cccc(Cl)c4)oc3c2)cc1	u
O=C(c1ccsc1)N(Cc1ccco1)C1CC1	-17%
Cc1c(CC(=O)O)c(=O)oc2cc(OCc3ccc(C(C)(C)C)cc3)ccc12	u
COc1cccc(NC(=O)C2CCCN(S(=O)(=O)c3cn(C(C)C)cn3)C2)c1 (stereo not drawn)	-5%
COc1ccccc1-n1c2c(cc(C#N)c1=O)C(=O)CC(C)(C)C2	-12%
CCC(=O)N1c2ccccc2CC1C(=O)NCc1cccc(C)c1 (stereo not drawn)	-11%
O=C(NCc1nnc2cc(-c3nc(C4CC4)no3)ccn12)c1ccccc1	i
Cc1nnc(SCC2=C(C(=O)O)N3C(=O)C(NC(=O)Cc4ccccc4)C3SC2)s1 (stereo not drawn)	u
CN(CC1CCOC1)C(=O)Nc1ccc(Cl)cc1 (stereo not drawn)	-12%
CCn1cc(C(=O)NCc2ccc(C)cc2)c(=O)c2cc(S(=O)(=O)N3CCc4ccccc4C3)ccc21	-12%
Cc1cccc2c1nc1n2[C@@H](CNCc2ccc(S(C)(=O)=O)cc2)COC1	u
CCSc1ncc(-c2c(-c3ccccc3)ncn2CC[C@@H](C)CO)cn1	14µM*
CC(NC(=O)c1cc(S(=O)(=O)N(C)C)ccc1Br)c1cc2ccccc2o1 (stereo not drawn)	1%
CCc1ccc(NC(=O)N2CCOc3ccc(Cl)cc32)cc1	-26%
COc1ccc(C(C)NC(=O)COc2ccc(NC(C)=O)cn2)cc1OC (stereo not drawn)	2%
CC1(C)OC(c2ccccc2O)OC1(C)C	10%
CSc1ncc(C(=O)Nc2ccccc2C)c(-c2ccccc2)n1	8%
CCOC(=O)c1cc(-c2ccccc2)n(CCCC(=O)Nc2cccc(C)c2C)c1C	-17%
Cc1cc(C)c(CNC(=O)c2nc(-c3cccc(O)c3)cc3[nH]ccc23)c(=O)[nH]1	32µM*
Nc1cccnc1Oc1ccc(F)cc1	19%
N#Cc1nc(-c2ccc(F)cc2)oc1NCCc1ccc(F)cc1	u
COc1ccc(CCNC(=O)c2ccc(Cn3ccn4nc5c(c4c3=O)CCCC5)cc2)cc1OC	28µM*
COCCCNc1nc2c(c(=O)n(C)c(=O)n2C)n1Cc1ccccc1C	18%
Cc1ccc(C(=O)NN=C2CCC(C(C)(C)C)CC2)cc1 (stereo not drawn)	13%
Cc1ccc(NC(=O)C23CC4CCC(CC(C4)C2)C3)cc1	-8%
Cc1cc(=O)n(CC(=O)Nc2ccc(C)c(Cl)c2)c(N2CCN(c3ccccc3)CC2)n1	3%
COc1ccc(-c2noc(CC3CCN(C(=O)c4ccccc4OC)CC3)n2)cc1	-20%
CCc1cccc(C)c1Nc1c(-c2ccc(N(C)C)cc2)nc2cnccn12	u

# A few values from the list:
# KDM5B inh with `CCOC(=O)c1cc(-c2ccccc2)n(CCCC(=O)Nc2cccc(C)c2C)c1C` stands at -17%
# KDM5B inh with `CCc1ccc(NC(=O)N2CCOc3ccc(Cl)cc32)cc1` stands at -26%
# KDM5B inh with `COc1ccc(-c2noc(CC3CCN(C(=O)c4ccccc4OC)CC3)n2)cc1` stands at -20%
# KDM5B inh with `COc1ccc(C(C)NC(=O)COc2ccc(NC(C)=O)cn2)cc1OC` (stereo not drawn) stands at 2%
# KDM5B inh with `COCCCNc1nc2c(c(=O)n(C)c(=O)n2C)n1Cc1ccccc1C` stands at 18%

# Later entries.
Compound	KDM5B inh
CCCc1cnc2c(c1SCC(=O)Nc1ccccc1F)c(=O)n(C)c(=O)n2C	-23%
O=C(O)CCC(=O)N1Cc2ccccc2CC2(CCN(Cc3ccc(O)cc3)C2)C1 (stereo not drawn)	u
CCOCc1nc(C2CCCN(C(=O)c3cccs3)C2)no1 (stereo not drawn)	6%
COCc1nc(C2CCN(C(=O)c3cn(C)cn3)C2)no1 (stereo not drawn)	u
CCc1nc2c(c(-c3ccc(O)cc3)n1)CCN(Cc1cncs1)CC2	-16%
CCOc1ccccc1CNC(=O)c1c(OCC)cc(=O)n2c1CCCC2	-16%
N#Cc1nc(C2CC2)oc1N1CCN(Cc2ccccc2F)CC1	-10%
CCCOc1ccc(/C=C/C(=O)Nc2cccc3cccnc23)cc1OC	14%
CS(=O)(=O)N1CCCC(c2nc(-c3ccccc3)no2)CCNC(=O)CC1 (stereo not drawn)	28%
Cc1cc(C)n(CC(=O)N[C@@H]2CN(Cc3ccccn3)C[C@H]2CN(C)C)n1	u
O=C(NCCc1noc(-c2ccncc2)n1)C1(S(=O)(=O)c2ccc(Cl)cc2)CC1	-16%
CC(C)N1C(=O)C2(CCCC2)C1C(=O)N1CCCC1 (stereo not drawn)	7%
COc1ccc(CCNC(=O)c2cc3cc(F)ccc3nc2C)cc1OC	23%
COC(=O)C1CN(Cc2ccc(C)cc2)CCS(=O)(=O)N1Cc1cn(Cc2ccccc2)nn1 (stereo not drawn)	12%
Clc1ccc(-c2cnc([C@@H]3COCCN3C3CCNCC3)[nH]2)s1	3%[86.2 µM]
CN(Cc1ccccc1)Cc1nc2c([nH]1)c(=O)n(C)c(=O)n2C	-13%
COCc1nnc2n1CCC(NC(=O)CCn1cccn1)CC2 (stereo not drawn)	-9%
Cn1c(NCCCO)nc2c1c(=O)n(Cc1ccccc1F)c(=O)n2C	13%
O=C(O)c1ccccc1-c1ccccc1	-8%
COc1ccc(NC(=O)c2cc(NC(=O)C3CC3)cc3nc(C)ccc23)cc1	u
N#Cc1ccc(CCC(=O)NCc2cccnc2)cc1	17%
COc1ccc(-c2cc(C(C)=O)c(C)n2CCC(=O)NCc2ccccc2OC)cc1	-23%
Cc1ccc(-c2nc(C)c(CCNC(=O)c3ccccc3Br)s2)cc1	-5%
CN(C)CCCN(C(=O)c1ccc(S(=O)(=O)N2CCCCCC2)cc1)c1nc2ccc(Br)cc2s1	u
Cc1noc(C)c1C(=O)N1Cc2ccccc2OC2(CCN(C(=O)CN(C)C)CC2)C1	28%[115 µM]
Cc1c(CC(=O)NCC(C)C)c(=O)oc2cc3c(cc12)CCC(C)(C)O3	u
Cc1ccc(NC(=O)c2ccc3c(c2)N(C)C2CCCCN2C3=O)cc1F (stereo not drawn)	u
COc1ccccc1N1CCN(c2cc(C)nc3c(-c4ccc(Cl)cc4)c(C)nn23)CC1	-7%
COc1ccc(S(N)(=O)=O)cc1NC(=O)c1[nH]c(C)c(C(C)=O)c1C	-16%
CCc1ccc(C(=O)COC(=O)C(NC(=O)C2CCC(C)CC2)C(C)C)cc1 (stereo not drawn)	-1%
Cc1cccc(C)c1NC(=O)C1CCCN(c2cnc3ccccc3n2)C1 (stereo not drawn)	6%
CC1COC(Cn2c3ccccc3c3ccccc32)O1 (stereo not drawn)	-14%
COc1ccccc1CNC(=O)c1ccc2c(c1)CCN2S(=O)(=O)c1ccccc1	-2%
CC(C)N(C(=O)COc1ncnc2ccc(Br)cc12)C(C)C	19%
O=S(=O)(c1ccccc1)N1CCN(c2nc3ccccc3o2)CC1	0%
COc1ccccc1-c1nc(C#N)c(NCCN(C)C)o1	u
CCOc1ccc(OCC)c(NC(=O)c2nnn(CC(=O)Nc3ccc(C)cc3C)c2N)c1	8%
O=C1CC(c2ccccc2)N(C(=O)CNS(=O)(=O)c2ccc3c(c2)CCC3)CCCCCCN1 (stereo not drawn)	-7%
N#C/C(=C/c1ccc(Cl)cc1Cl)c1nc2ccccc2c(=O)[nH]1	-26%
COc1ccc(S(=O)(=O)N(CC(C)C)C2CCS(=O)(=O)C2)cc1C (stereo not drawn)	16%
O=C(C1CCCN1c1nc2ncccc2o1)N1CCOCC1 (stereo not drawn)	28µM*
CCN(c1ccccc1)c1nnc(NC(=O)Nc2ccc(OC)c(OC)c2)s1	6%
COc1cccc(CNC(=O)N(C)C2CCc3nn(C)c(=O)n3CC2)c1 (stereo not drawn)	u

# The list is partial, so the mix of outcomes need not match the whole.
